Compound activity deposited in PubChem BioAssay by Small Molecule Screening Facility, UW Madison.
SSB-PriA inh: blocks PriA binding to SSB C-terminal tail; AlphaScreen SSBct-PriA binding, biotinylated peptide; inhibition, % at 33 µM; hit rate 0.6% among 430,000; AID 1272365; in the data active means inhibition mostly above about 37%, no sharp cut-off; inactive means mostly below about 20%;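 further: plate controls were negative control peptide for no effect and reference peptide for full effect; strong numbers were not always called active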
Starred values were filed as active, the others as inactive; & = joins results of further samples; ! = not confirmed by another sample. These rows are one share of the data. The share of hits here may be higher or lower than overall.

#	SMILES	SSB-PriA inh
1	COc1ccc(Cl)c2sc(NC(=O)c3nc4ccccc4s3)nc12	1
2	CC(C)(C)C(=O)[C@@H](O)C(C)(C)C	-12
3	CCc1cc(=O)[nH]c(SCC(=O)Nc2ccc(OC(F)(F)F)cc2)n1	8
4	COc1ccc(Cl)cc1C(=O)NCC#CCN1CCc2ccccc2C1	3
5	O=C(Nc1ccccc1-c1nc2ccccc2o1)c1ccc(N2C(=O)CCC2=O)cc1	-16
6	COc1ccc(C2c3sc(=S)[nH]c3SC3C4CC(C5C(=O)N(CC(=O)O)C(=O)C45)C23)cc1 (configuration not stated)	0
7	COC(CNC(=O)C(=O)Nc1ccc2c(c1)OCO2)c1ccsc1 (configuration not stated)	-16
8	COc1ccc(Br)cc1C=NNC(=O)c1ccco1	1
9	Cc1cccc(-c2n[nH]c(=S)n2N=Cc2ccc(C)s2)c1	4
10	O=C(OCc1cc(-c2cccs2)on1)c1cc(=O)c2ccccc2o1	-5
11	COc1cccc(C(CNS(=O)(=O)Cc2cccc(C)c2)OC)c1 (configuration not stated)	1
12	COc1ccc(S(=O)(=O)NCC2CCN(C(C)C)CC2)c(C)c1	-14
13	CCc1ccc(S(=O)(=O)N2CCC(N3CCC(Oc4nccs4)CC3)CC2)s1	-38
14	CN(C[C@H]1CCCO1)S(=O)(=O)c1ccc(C(=O)Nc2nnc(-c3ccc(F)cc3)o2)cc1	-13
15	Cc1ccc(S(=O)(=O)Nc2ccccc2C(=O)Nc2nc(-c3cccs3)cs2)cc1	-1
16	CN(C)C=NS(=O)(=O)c1ccc(Cl)c(Cl)c1	-8
17	Cc1ccc(S(=O)(=O)NCC2CCN(c3ncccn3)CC2)s1	-7
18	CCOc1ccc(S(=O)(=O)Nc2ccc3c(c2)CN(C(=O)c2ccco2)CC3)cc1	0
19	COc1ccc(CCC(=O)NCC(O)Cn2ccccc2=O)cc1 (configuration not stated)	-2
20	Cc1cc(CNC(=O)c2ccccc2S(=O)(=O)C(F)F)c(C)o1	0
21	Cc1ccnc(NS(=O)(=O)c2ccc(NC(=O)c3cc(-c4ccccc4)on3)cc2)n1	-7
22	O=C(NCCc1ccccc1)N1CCC(CSCc2ccco2)CC1	-9
23	CC(=O)Nn1cnc2c(cnn2-c2ccc(F)cc2)c1=O	-11
24	NC(C(=O)O)c1ccccc1F (configuration not stated)	1&22
25	CCOc1ccc(C(=O)N2CCN(c3oc(/C=C/c4cccs4)nc3C#N)CC2)cc1	-10
26	COc1ccc(Br)c(C(=O)N2CC[C@H](n3cc(-c4ccccc4)nn3)C2)c1	6
27	CCOC(=O)CC1C(=O)NCCN1c1nc2ccc(C)cn2c(=O)c1/C=C1\SC(=S)N(C)C1=O (configuration not stated)	4
28	Cc1nc(N2CCN(C(=O)c3cc(-c4ccccc4)nn3C)CC2)cc(C(F)(F)F)n1	-3
29	O=C(NC(c1ccccc1)c1ccccc1)N1CC(c2nc(-c3ccco3)no2)C1	-7
30	CC(CC(=O)Nc1ccc2c(c1)OCCO2)=NNC(=O)c1ccc([N+](=O)[O-])cc1Cl	-3
31	Cc1ccc(-c2cc(N3CCOCC3)c3cc(NC(=O)NCc4ccccc4)ccc3n2)cc1	-13
32	Nc1nc2c(s1)Cc1ccccc1-2	-1&10
33	CSc1ncccc1C(=O)N1CCC(CNC(=O)C(=O)Nc2ccccc2Cl)CC1	1
34	CC(=O)Nc1ccc(S(=O)(=O)N(C)CC(=O)NN=Cc2cccs2)cc1	-4
35	CN1/C(=C\C=NNC(=O)c2ccccc2Br)C(C)(C)c2ccccc21	-4
36	CCCNS(=O)(=O)c1cc(Cl)c(OCC)cc1Cl	-7&-5
37	CCOc1ccc(N2CCN(CC(=O)Nc3ccc(Cl)c(Cl)c3)C2=O)cc1	-10
38	COc1ccc(CCC(=O)NNC(=O)c2ccc(=O)n(Cc3ccc(Cl)cc3)c2)cc1	-10
39	COc1ccc(NC(=O)c2cn(-c3cc(N(C)C)ncn3)cn2)cc1Cl	-12
40	O=C1c2ccccc2C(=O)N1CNc1ccccc1F	2
41	O=C(Nc1nc2c(s1)CN(C(=O)c1cc(C3CC3)on1)CC2)c1ccsc1	3
42	COc1ccccc1CNC(=O)c1nnc2n(c1=O)CCN2c1ccc(F)cc1	5
43	O=c1[nH]c2cc(S(=O)(=O)NC3CCC(Oc4ncccn4)CC3)ccc2o1 (configuration not stated)	-1
44	N#Cc1ccc(Cl)cc1NC(=O)C(=O)NCC1CCN(Cc2ccco2)CC1	-19&-3
45	O=C(CSc1nnc(NC(=O)Nc2ccccc2)s1)NCc1ccc(F)cc1	-2
46	COCCn1cc(NC(=O)Nc2ccc(F)cc2F)c2ccccc21	0
47	COc1ccc(-c2ccc(=O)n(CCCNC(=O)Nc3ccc4c(c3)OCO4)n2)cc1	2
48	Cc1ccc2oc(C(=O)Nc3ccc4oc(=O)ccc4c3)c(C)c2c1	4
49	O=C(NCCCc1ccccc1)Nc1ccn2nccc2c1	9
50	CS(=O)(=O)N1CCCc2cc(NC(=O)c3cccs3)ccc21	-1
51	Cc1cc(C)nc(NN=Cc2ccccc2OCc2ccc(Br)cc2)n1	3
52	O=C1OC[C@@H]2CCCN2C(=O)[C@@H](CC(=O)N(CCO)Cc2ccccc2)C/C=C/C[C@H]1Cc1ccc(F)cc1	-9
53	CCOC1=CC(=Cc2c(N)n3nc(S(=O)(=O)CC)sc3nc2=O)C=CC1=O	-7
54	O=c1[nH]c2ccccc2n1CCc1ccccc1	0
55	Cc1csc(NC(=O)CN2CCC3(CC2)NC(=O)N(Cc2ccc(F)cc2)C3=O)n1	-3&-16
56	COC(CNC(=O)Nc1c(F)cccc1F)c1ccc(Cl)s1 (configuration not stated)	-16
57	COc1ccccc1[C@H](CNC(=O)c1ccc(Br)o1)OC	-10
58	Cn1c(SCC(=O)NCc2ccccc2Cl)nc2c(sc(=S)n2-c2ccccc2)c1=O	-10
59	O=C(Nc1nc(CC(=O)N2CCN(C(=O)c3ccco3)CC2)cs1)c1ccc[nH]c1=O	-13&-6
60	CCOC(=O)C(N=Nc1ccc2c(c1)OCO2)=C(C)O	20

(further entries)
#	SMILES	SSB-PriA inh
61	CCSc1ccccc1C(=O)Nc1cc(C)nn1-c1nc2ccc(F)cc2s1	-9
62	CN(C)S(=O)(=O)c1ccc(C(=O)Nc2ccc3c(c2)N(C(=O)C2CC2)CC3)cc1	1&1
63	Clc1ccc(Cc2nc(-c3ccccc3)n[nH]2)cc1	-7
64	CNC(=O)Cc1csc(Nc2ccccc2)n1	-1
65	CSc1nnc(-c2ccc(S(C)(=O)=O)cc2)o1	-1
66	CS(=O)(=O)c1ccc(Nc2nc(CC(=O)N3CCC(C(N)=O)CC3)cs2)cc1	-4
67	COc1cc(NC(=O)CC(C)=NNC(=O)C(=O)NC2CCCCC2)c(OC)cc1Cl	-7
68	COC(=O)c1sc(-c2ccccc2)cc1NC(=O)c1cc2ccccc2cc1OC	-6
69	O=C(NCc1nn(CCN2CCCC2)c(=O)c2ccccc12)c1ccc(-n2cccc2)cc1	7
70	COC(=O)c1ccc(Cl)cc1NC(=O)c1csc2c1CCCC2	-2
71	COc1ccc(S(=O)(=O)N(Cc2cc(C3CC3)n(C)n2)C2CCCC2)cc1	4
72	NS(=O)(=O)c1ccc(CCNC(=O)c2cc3cccnc3n(Cc3ccccc3)c2=O)cc1	-6
73	CCS(=O)(=O)c1ccc(-c2ccc(NC(=O)c3ccc([N+](=O)[O-])c(C)c3)cc2)nn1	-8
74	CC(CC(=O)Nc1ccccc1Cl)=NNC(=O)C(=O)NCCO	-13
75	CCCCOC(=O)c1ccc(NC(=O)Cc2csc(NC(=O)Nc3ccccc3)n2)cc1	-6&6
76	COc1ccccc1-n1ncc2c(C)nnc(SCC(=O)NCc3ccccc3Cl)c21	89*!
77	CC1(C)COc2ccc(NC(=O)c3ccc(F)cc3)cc2NC1=O	20
78	O=S(=O)(/C=C/c1ccccc1)N1CCN(c2ccc(-c3cccnc3)nn2)CC1	-12
79	COc1ccc(C=NNC(=O)c2cc(C34CC5CC(CC(C5)C3)C4)[nH]n2)cc1OC	-7
80	CO[C@@H](CNS(=O)(=O)c1cccc(Cl)c1C)c1ccccc1C	-5
81	COC(=O)c1ccccc1NC(=O)CSc1nnc(C2CCCCC2)n1N	-6
82	CCOc1ccc(NC(=O)CCc2csc(NC(=O)c3ccc[nH]c3=O)n2)cc1	-11
83	CN(c1ccccc1)c1nc(N2CCOCC2)nc(N(C)c2ccccc2)n1	3
84	c1ccc(CN2CCC(=NNc3nc4ccccc4s3)CC2)cc1	22
85	COc1ccc(Cn2c(=O)n(Cc3cccc(C)c3)c(=O)c3nscc32)cc1F	-22
86	COc1cc(OC)cc(-c2nc(-c3ccccc3)c3ccccn23)c1	2
87	O=C(c1cccc(Oc2ccccc2)c1)N(Cc1cccnc1)c1nc2cc3c(cc2s1)OCCO3	5
88	CCc1ccc(N2C(=O)C3N=NN(c4cccc(OC)c4)C3C2=O)cc1 (configuration not stated)	-3
89	Cc1cc(-c2ccc(NC(=O)c3ccccc3Oc3ccccc3)c(C)c2)ccc1NC(=O)c1ccccc1Oc1ccccc1	-22&-2
90	CCc1ccc2ncc(C#N)c(Nc3ccc(OC)c(Cl)c3)c2c1	5
91	COc1ccccc1-c1cc(=O)c2cc(NS(=O)(=O)c3ccc(F)cc3)ccc2o1	-8
92	O=C(CN1C(=O)CCC1=O)NC[C@H](O)c1csc2ccccc12	-20
93	Cc1cc(C)cc(C(=O)NCC2(O)CCOCC2)c1	17
94	O=C(COc1ccc(Cl)cc1Cl)NCCOc1cccc(C(F)(F)F)c1	-7&-4
95	C=CCSc1ncc(-c2ccc(OC)cc2)n1-c1cccc(Cl)c1	32*
96	O=C(Cn1nc(-c2ccccc2)c2sc(N3CCCC3)nc2c1=O)c1ccccc1	5
97	CN1C(=O)C(C)(C)COc2ccc(NC(=O)C3CC3)cc21	12
98	Cc1coc(C)c1C(=O)O	-23&19
99	Cc1cccn2cc(-c3cccc(NC(=O)c4ccc(N5C(=O)C6CCCCC6C5=O)cc4)c3)nc12 (configuration not stated)	16
100	O=C(CSCc1ccc(Cl)cc1)NN=Cc1ccc(OCC(=O)Nc2ccccc2)cc1	-7
101	Cc1ccc(NC(=O)CCSc2ccccc2)c(C(=O)c2ccccc2)c1	-27
102	COc1ccc(S(=O)(=O)Nc2ccc3c(c2)CCC(=O)N3Cc2ccccc2)cc1Cl	5
103	Cc1ccc(C(=O)Nc2nc(-c3ccccn3)cs2)cc1S(=O)(=O)N1CCCCC1	65*
104	Cc1cc(C)n(CCN(C(=O)c2ccco2)c2nc3c(C)cc(Cl)cc3s2)n1	-14
105	COC(=O)c1ccc(CSc2nnc(CNC(=O)c3ccc(S(=O)(=O)N(C)C)cc3)o2)o1	-17
106	COc1cccc(C(=O)N2CC(=O)Nc3ccccc32)c1	-13
107	CN1CCCc2cc(CCNC(=O)CN3C(=O)c4ccccc4C3=O)ccc21	2
108	O=C(O)c1cncc(-n2cccc2)c1	2
109	O=C(COC(=O)C1CC(O)CN1S(=O)(=O)c1ccccc1[N+](=O)[O-])Nc1ccc2ccccc2c1 (configuration not stated)	10
110	Cc1ccc(Cl)c2sc(N3CCN(C(=O)c4ccccc4F)CC3)nc12	-4
111	COc1cccc(-c2cn3c(C(=O)Nc4ccc(S(=O)(=O)Nc5ncccn5)cc4)csc3n2)c1	-15&15
112	Cc1ccc(C(=O)N(Cc2ccccc2)c2ccccn2)cc1	-15&6
113	O=C(O)Cc1cc(=O)[nH]c(SCc2ccccc2F)n1	25
114	CC(C)c1ccc(OCC(=O)NCc2cc(-c3ccc(F)cc3)on2)cc1	-12
115	CCN(CC)c1ccc(C=NOCC(=O)Nc2cccc(C)c2)cc1	-6
116	CC(C)=NN=C1NC(=O)C(Cc2ccccc2)S1 (configuration not stated)	-1
117	NC(=O)C1(N2CCCCC2)CCN(S(=O)(=O)c2[nH]ncc2C(=O)O)CC1	-7
118	CCCS(=O)(=O)NCCCc1cnc2cc(C)nn2c1	-11
119	O=C(NN=Cc1ccco1)c1cccc([N+](=O)[O-])c1	-7
120	Cc1nnsc1C(=O)NCCCN1CCN(c2ccccc2)CC1	-2

Structures above that contain a nitro group on carbon, in the order listed:
#	SMILES	SSB-PriA inh
30	CC(CC(=O)Nc1ccc2c(c1)OCCO2)=NNC(=O)c1ccc([N+](=O)[O-])cc1Cl	-3
73	CCS(=O)(=O)c1ccc(-c2ccc(NC(=O)c3ccc([N+](=O)[O-])c(C)c3)cc2)nn1	-8
109	O=C(COC(=O)C1CC(O)CN1S(=O)(=O)c1ccccc1[N+](=O)[O-])Nc1ccc2ccccc2c1 (configuration not stated)	10
119	O=C(NN=Cc1ccco1)c1cccc([N+](=O)[O-])c1	-7

Remaining list, next part:
#	SMILES	SSB-PriA inh
121	CCOc1ccc(NC(=O)N2CC(c3nc(-c4cccc(C(F)(F)F)c4)no3)C2)cc1	-22
122	CCn1ccc(C(=O)Nc2nc3c(s2)COc2ccccc2-3)n1	-8
123	COC(=O)C1=C(\N2CCOCC2)CCCC/C=C\1C(=O)OC	-15
124	O=C(NCc1ccc(C(=O)c2ccco2)s1)c1ccc(Cl)s1	-11
125	CCOC(=O)c1c(NC(=O)CSc2nnc3scc(-c4ccccc4)n23)sc2c1CCC(C)C2 (configuration not stated)	3
126	CCOc1ccc(-c2noc(-c3sccc3S(=O)(=O)N(C)c3cc(C)cc(C)c3)n2)cc1	-11
127	Cc1ccc(CC(=O)N(Cc2ccccn2)c2nc3ccccc3s2)cc1	-1
128	COc1ccc2nc(-c3ccc(F)c(NC(=O)C4CC4)c3)cn2n1	2
129	O=[N+]([O-])c1cccc(C=NN=C2c3ccccc3-c3ccccc32)c1O	5
130	COc1ccc2nc(-c3ccc(NC(=O)c4cccc(C(F)(F)F)c4)cc3)cn2n1	-25
131	O=C(NCc1cncc(-c2ccsc2)c1)Nc1ccccc1C(F)(F)F	-11
132	CCCCN(CCCC)C1=Nc2ccccc2NC1=C(C#N)C(=O)OCC	-15
